Sm TGR block = S. mansoni TGR enzyme inhibition | Q962Y6 | purified TGR, DTNB reduction, TNB absorbance 405 nm | Potency, µM (highest dose often 114 µM), for the others: at the highest dose activity change, negative = inhibition, most hits filed as inhibitors | 360,000 compounds, 3% hits | AID 485364; also: nearly all actives have a fitted effect of over 60% in size
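Kinetic colorimetric format: TGR-catalysed, NADPH-driven DTNB reduction monitored via TNB absorbance. Enzyme dispensed at 20 nM; compound exposure 15 min at room temperature before reaction start.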
Tb PYK inh = inhibitors of Trypanosoma brucei pyruvate kinase; Q57TT1; TbPYK enzyme, Kinase-Glo Plus ATP luminescence, 45 min; Potency, µM (top dose mostly 76.8 µM), inactives show at the highest dose activity, negative = inhibition, usual class: inhibitors; 410,000 compounds, 0.12% hits; AID 624173; also: nearly all actives have a fitted effect of over 50% in size
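Readout: single end-point luminescence (Kinase-Glo Plus, 10 min). Reaction conditions were TbPYK/substrate plus 130 uM ADP, 45 min at RT, pH 7.2 TEA buffer. No-enzyme wells served as controls, and data were normalized before concentration-response fitting.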
The depositor's hits bear a star; ? = inconclusive; [ ] = remark or other dose. Calls follow the shape of the dose curve; as a rule, active = well fitted curve in the direction sought with a large enough effect; inconclusive = small, poorly fitted or top-dose-only effect, or another doubt; inactive = no such curve, though single readings can be large; an effect the other way counts as inactive or inconclusive. % is scaled to controls: 0 for no effect and ±100 for the full control effect; potency is read from the fitted curve at half-maximal effect.

SMILES	Sm TGR block	Tb PYK inh
CCOC(=O)c1ccc(NC2=CC(c3ccc(Br)cc3)N(c3ccc(C(=O)OCC)cc3)C2=O)cc1 (stereo unspecified)	-10.6%	-8.0%
CC1CCN(S(=O)(=O)c2ccc3c(c2)N(CC(=O)NCc2ccccc2Cl)C(=O)CO3)CC1	4.2%	-17.5%
O=C(Nc1cccc(F)c1)C1CCN(c2nc3ccccc3[nH]2)CC1	3.3%	-0.5%[15.4 µM]
CC(=O)c1ccc(NC(=O)CSc2nnc3ccc(-c4ccc(F)cc4)nn23)cc1	-20.7%	0.1%
Cc1ccc2nc(-c3c[nH]c4ccccc34)c(Nc3ccccc3)n2c1	-0.6%	-7.7%
COc1ccc(C(=O)c2cn(Cc3ccccc3OC)c3cc4c(cc3c2=O)OCO4)cc1	-2.2%	3.3%
CN(CC(=O)Nc1cccc(Cl)c1)S(=O)(=O)c1ccc2[nH]c3c(c2c1)CCCC3	-2.4%	-2.1%
O=C(NCc1ccccc1F)c1ccc(CN2CC(=O)N3CCCCC3C2=O)cc1 (stereo unspecified)	-2.4%	3.7%
Fc1ccc(N2CCN(c3ncnc4c3nc3n4CCCCC3)CC2)cc1	-2.1%	-9.1%
CSc1ccc(CCNC(=O)C2CCCN(S(=O)(=O)N(C)c3ccc(F)cc3)C2)cc1 (stereo unspecified)	4.6%	-0.3%
CCN(CC)S(=O)(=O)c1ccc2oc(C(=O)Nc3ccc(Br)cc3F)c(C)c2c1	10.7%	2.5%
CCN(CC)c1ccc(C(=O)NCc2ccc3c(c2)CCN3C(=O)c2cccc(C)c2)cc1	8.9%	-0.1%
Cc1ccc(CNC(=O)c2cc(C3CC3)nc3c2c(C)nn3-c2cccc(Cl)c2C)cc1	7.7%	-2.9%
Cc1ccccc1Oc1nc2ccccn2c(=O)c1/C=C(\C#N)c1nc2ccccc2[nH]1	-0.4%	1.5%
CCc1ccc(NC(=O)C(=O)NCCc2csc(-c3ccc(C(F)(F)F)cc3)n2)cc1	-2.6%	0.2%
COCCCNC(=O)Cn1c(=O)n(-c2ccc(Cl)cc2)c(=O)c2c3c(sc21)CCCCC3	-11.5%	-4.2%
Cc1cccc(C)c1OCC(=O)Nc1c(C(=O)c2ccc(Br)cc2)oc2ccccc12	-3.7%	-21.2%
Cc1ccc(C)c(N2CCN(C(=O)c3cc(S(=O)(=O)N4CCCCC4)cn3C)CC2)c1	7.4%	2.6%
CCc1ccccc1NC(=O)C1CCN(C(=O)N2CC(C)Oc3ccc(Cl)cc32)CC1 (stereo unspecified)	-3.5%	-1.5%
Cc1ccc(C(=O)NCC(c2cccs2)S(=O)(=O)c2ccccc2)cc1C (stereo unspecified)	-11.2%	-5.1%
CCc1ccc(NC(=O)Nc2ccccc2OCc2cc(=O)n3ccccc3n2)cc1	-0.5%	-7.4%
Cc1ccc(NC(=O)Cn2cnc3onc(-c4ccc(F)cc4)c3c2=O)c(Cl)c1	26.2%	0.7%
CCCCCN1C(C(=O)c2ccccc2)=C(OC(=O)CC)c2ccccc2S1(=O)=O	3.6%	1.2%
COc1ccc(Nc2cc(C)c3cc(NC(=O)COc4cccc(C)c4)ccc3n2)cc1	5.9%	-0.9%
Cc1cc(C)cc(-n2ccnc2SCC(=O)Nc2ccccc2F)c1	12.7%	-2.0%
COc1ccc(S(=O)(=O)NCCc2csc3nc(-c4ccc(OC)c(OC)c4)nn23)cc1C	4.5%	-4.3%
Cc1cccc(C)c1NC(=O)c1c(C)oc2c1C1=NCCN1C=N2	-6.7%	-7.1%
O=[N+]([O-])c1ccc(C(c2sc3nc(-c4ccco4)nn3c2O)N2CCN(Cc3ccccc3)CC2)cc1 (stereo unspecified)	-12.2%	-15.8%
COc1cccc(NC(=O)CSc2nc(O)c(C/C=C/c3ccccc3)c(=O)[nH]2)c1	-16.9%	0.5%
Cc1ccccc1CN1CCCN(CC(=O)Nc2c(C)cccc2C)S1(=O)=O	-0.3%	-0.3%
COc1cc2c(=O)c(S(=O)(=O)c3ccc(F)cc3)cn(Cc3ccccc3C)c2cc1OC	-0.3%	48.8%[activator]
COc1ccc(CNC(=O)CCc2c(C)nc3nc(CNC(=O)OC(C)(C)C)nn3c2C)cc1	-1.2%	-2.9%
CC(=O)c1cccc(NC(=O)N2CCC(CN3CCCCC3)CC2)c1	-0.1%	-6.5%
CCc1ccc(CNC(=O)CN2C(=O)c3cccnc3Oc3ccc(C)cc32)cc1	2.1%	-3.6%[15.4 µM]
CCOC(=O)CN1C(C(=O)c2ccccc2)=C(OC(=O)c2ccccc2)c2ccccc2S1(=O)=O	-3.4%	0.5%
O=c1c(=O)n(-c2cccc(Cl)c2)ccn1Cc1cccc(F)c1	-19.0%	-4.6%
O=C(Nc1ccccc1F)c1oc2ccccc2c1NC(=O)c1c(F)cccc1F	9.3%	-1.8%
CCc1ccccc1NC(=O)Nc1ccc2snnc2c1	8.4%	-7.7%
Cc1cccc(CNC(=O)C2CCN(c3nc4ccc(Cl)cc4[nH]3)CC2)c1	4.2%	0.0%[15.4 µM]
CCc1ccccc1N1C(=O)N(C)c2ccccc2S1(=O)=O	-4.7%	-0.1%
CCC1Sc2ccccc2N(CC(=O)NCc2ccc(C)cc2)C1=O (stereo unspecified)	5.4%	-5.0%
CCCCN1C(=O)C(O)(CC(=O)c2ccc(CC)cc2)c2cc(Br)ccc21 (stereo unspecified)	-6.8%	1.4%
Cn1c(=O)c2c(-c3ccccc3)n3c(c2n(C)c1=O)C(c1ccc([N+](=O)[O-])cc1)Nc1ccccc1-3 (stereo unspecified)	-9.3%	-11.5%
Cc1ccc(S(=O)(=O)Nc2ccc(-c3ccc(N4CCCCCC4)nn3)cc2)c(C)c1	-1.2%	0.5%
COCCc1nn2c(=O)cc(COC(=O)c3ccccc3C)nc2s1	3.1%	-2.1%
CC(=O)c1cc2c(cc1N/C(=N/S(=O)(=O)c1ccc(F)cc1)c1ccccc1)OCO2	-0.6%	-7.9%
CCN(CC)c1ccc(C2C(C(N)=O)=C(C)Nc3nc(SCc4ccccc4)nn32)cc1 (stereo unspecified)	2.6%	-15.1%
CCC(C(=O)Nc1cc(OC)ccc1OC)n1c(C)c2cnn(-c3ccccc3)c(=O)c2c1C (stereo unspecified)	-14.6%	1.5%
CCOc1ccccc1CN1CCN(S(=O)(=O)c2ccccc2)CC1	5.3%	7.5%
CC(C)c1ccc(NC(=O)CSC2=Nc3ccccc3C3=NC(CCC(=O)NC4CCCCC4)C(=O)N23)cc1 (stereo unspecified)	1.2%	-4.8%
O=C(Cn1nnc2sc(-c3ccccc3)cc2c1=O)Nc1cccc(C(F)(F)F)c1	1.9%	3.6%
O=S(=O)(NCCS(=O)(=O)N1CCN(c2ccccc2)CC1)c1ccc(Cl)cc1	-1.3%	-9.4%
COc1nc(Oc2ccc(=O)n(-c3ccccc3)n2)nc(N(C)C)n1	-7.6%	-5.1%
Cc1cc(=O)n(Cc2c(F)cccc2Cl)c2c1c(C)nn2-c1cccc(F)c1	3.1%	-9.9%
CC(C)(C)c1ccc(C(=O)N2CCCC(c3nc4c(nnn4Cc4cccc(F)c4)c(=O)[nH]3)C2)cc1 (stereo unspecified)	-0.5%	3.3%
CCc1cc2c(cc3c(=O)n(CCCC(=O)NCc4ccccc4Cl)nc(CC)n32)s1	2.7%	2.2%
CC(C)(C)c1ccc(-c2nc(SCCOc3ccc(Cl)cc3)n3[nH]c(=O)cc3n2)cc1	14.7%	-9.3%
CC(C)(C)C(=O)Nc1ccc2nc(SCC(=O)N3CCOCC3)sc2c1	-8.0%	-1.9%
COc1ccc(OC)c(NC(=O)Cn2c(=O)cc(-c3ccccc3)c3c(C)nn(C)c32)c1	-6.4%	-7.5%
CCC(C(=O)Nc1cccc(-c2cn3cccnc3n2)c1)c1ccccc1 (stereo unspecified)	-0.3%	-5.6%

Following part.
SMILES	Sm TGR block	Tb PYK inh
CCOc1cc(-c2ccc(OC(=O)c3ccc(Cl)cc3)c(OC)c2)cc(=O)c2c(C)oc(C)c12	0.6%	-9.5%
CC(=O)Nc1ccc(-c2cc(C(=O)O)c3c(-c4ccccc4)[nH]nc3n2)cc1	-1.3%	-10.5%
O=C(CC1C(=O)N(c2ccc(F)cc2)C(=O)N1Cc1cccnc1)Nc1ccc(F)cc1 (stereo unspecified)	-4.9%	-8.8%
CC(C)(C)NC(=O)C1CCN(c2nc3ccccc3nc2C(F)(F)F)CC1	4.7%	-5.8%
COc1ccc(C(c2c(O)cc(C)n(Cc3ccco3)c2=O)N2CCN(c3ccccc3)CC2)cc1 (stereo unspecified)	3.16µM*	-9.6%
Cc1cccc(C(=O)N2CCc3cc(CNC(=O)Cc4ccc(F)cc4)ccc32)c1	-0.4%	2.5%
CCOc1cc2c(cc1OCC)C(CC(=O)OC)N(C(=O)Nc1cc(C)cc(C)c1)CC2 (stereo unspecified)	0.8%	1.7%
COc1cc(OC)cc(C(=O)Nc2cc3c(cc2N2CCCC2)n(C)c(=O)c(=O)n3C)c1	?	7.2%
COc1cc(CCNC(=O)c2ccc3c(c2)c(C)c(C)n3Cc2cccc(C)c2)cc(OC)c1OC	-0.6%	-0.4%
O=C(COc1ccc(F)cc1)Nc1ccc(S(=O)(=O)N(Cc2ccccc2)c2ccccc2)cc1	1.3%	5.2%
CCC1CN(C(=O)Nc2cccc3c2CCCC3)c2cc(C)ccc2O1 (stereo unspecified)	9.4%	-0.7%
CC(=O)Nc1ccc(NC(=O)C2Cc3ccccc3N2C(=O)c2ccccc2)cc1 (stereo unspecified)	0.3%	1.2%
O=C(COc1ccc2oc3c(c2c1)CCCC3)Nc1ccc(Cl)cc1	10.0%	-3.2%
CCc1ccccc1NC(=O)C(=O)c1cc(C)n(-c2ccccc2F)c1C	-1.6%	0.6%
CCOc1ccc(C(=O)CSc2nnc3cc(C)c4ccccc4n23)cc1	2.4%	-1.5%
CCOC(=O)c1ccc(N2C(=O)c3n[nH]c(-c4cccs4)c3C2c2ccc(OC)cc2OC)cc1 (stereo unspecified)	10.7%	-2.0%
COc1cccc(Nc2sc(C(=O)c3ccc4c(c3)OCO4)c(N)c2S(=O)(=O)c2ccccc2)c1	2.9%	1.1%
COc1cc(Nc2nc(SCc3ccc(Cl)cc3)nc3ccccc23)cc(OC)c1	14.0%	0.1%
COc1ccc(OC)c(NC(=O)Cn2ccn(-c3ccc(F)cc3)c(=O)c2=O)c1	5.5%	-5.6%
Cc1ccc(Nc2cc(C)c(C#N)c3nc4ccccc4n23)c(C)c1	-29.8%	-2.0%

Quoted from the listing.
Sm TGR block with `COc1ccc(C(c2c(O)cc(C)n(Cc3ccco3)c2=O)N2CCN(c3ccccc3)CC2)cc1` (stereo unspecified) is entered as 3.16µM*
Sm TGR block with `COc1cc(CCNC(=O)c2ccc3c(c2)c(C)c(C)n3Cc2cccc(C)c2)cc(OC)c1OC` is entered as -0.6%
Tb PYK inh with `COc1cc(OC)cc(C(=O)Nc2cc3c(cc2N2CCCC2)n(C)c(=O)c(=O)n3C)c1` is entered as 7.2%
Sm TGR block with `O=C(CC1C(=O)N(c2ccc(F)cc2)C(=O)N1Cc1cccnc1)Nc1ccc(F)cc1` (stereo unspecified) is entered as -4.9%

Rewritten with each value named: part of the list above.
O=C(COc1ccc2oc3c(c2c1)CCCC3)Nc1ccc(Cl)cc1
- Sm TGR block: 10.0%
- Tb PYK inh: -3.2%

CCc1ccccc1NC(=O)C(=O)c1cc(C)n(-c2ccccc2F)c1C
- Sm TGR block: -1.6%
- Tb PYK inh: 0.6%

Next section.
SMILES	Sm TGR block	Tb PYK inh
COc1ccc2c(c1)Cc1sc(NC(=O)c3cccc(Br)c3)nc1-2	2.3%	-6.9%
COc1ccc(NC(=O)NCC2CCN(Cc3ccccc3F)CC2)c(OC)c1	4.8%	-1.0%
COc1ccccc1C(=O)N(Cc1nc(-c2cccc(C)c2)no1)C(C)C	8.0%	-8.4%
CCOC(=O)c1c(C)[nH]c(C)c1S(=O)(=O)N1CCC(C(=O)NCc2ccc(F)cc2)CC1	-7.7%	2.8%
O=S(=O)(c1ccc(Cl)cc1)c1nc(-c2ccccc2Br)oc1NCc1ccccc1	-1.7%	0.5%
COc1ccc(OCC(=O)Nc2nnc(S(=O)(=O)N3CCc4ccccc43)s2)cc1	6.6%	3.8%
COc1ccc(OC)c(NC(=O)c2cc3cccc(OC)c3oc2=O)c1	8.3%	0.9%
CCc1nc2ccccc2n2c(-c3ccccc3)c3c(=O)n(C)c(=O)n(C)c3c12	4.5%	-4.5%
COc1cc(NC(=O)Cn2c(=O)n(Cc3ccccc3OC)c(=O)c3cccnc32)cc(OC)c1	1.9%	-0.4%
COc1ccc(CNC(=O)c2ccc3nc(-c4ccc(F)cc4)c(-c4ccc(F)cc4)nc3c2)cc1	3.2%	2.1%
O=C(c1ccc2c(c1)N(Cc1ccc(Cl)cc1)C(=O)c1ccccc1S2=O)N1CCN(c2ccccc2F)CC1 (stereo unspecified)	-1.2%	-3.0%
CC(C)NC(=O)CCSc1nc(-c2ccc3c(c2)OCO3)cc(C(F)(F)F)n1	10.9%	-2.9%
CCCCNC(=O)C1CCN(c2nc3ccccc3nc2C(F)(F)F)CC1	4.1%	2.2%
COc1cccc(C(=O)N2c3nc(-c4ccco4)nn3C3(CCCCC3)[C@@H]3CCCC[C@@H]32)c1	7.94µM*	-18.2%
CCOC(=O)CSc1nc2ccc(NC(=O)c3ccccc3F)cc2s1	2.9%	?
COC(=O)c1ccccc1NC(=O)N(Cc1ccc(C)cc1)Cc1cccn1-c1nnc(N2CCCC2=O)s1	7.1%	-2.7%

Screening data deposited in PubChem by National Center for Advancing Translational Sciences (NCATS).

The list is partial. The share of hits here may be higher or lower than overall.
